Assay outcomes deposited in PubChem by Broad Institute.
E-sel inducer = induces E-selectin expression in human endothelial cells; P16581; HUVEC E-selectin immunofluorescence imaging; normalized: neutral wells 0, TNF-alpha wells 100; activation, % at 7.58 µM; 0.37% of 260,000 active;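 active means mean E-selectin-positive cell signal at least 10% of the positive control, reached in at least 60% of replicates, without over 20% cell loss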;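 further: in these data hits start at about 27%; measured in HUVEC primary endothelial cells; signal is the percent of cells scored E-selectin positive by PE staining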
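Test system: HUVEC | Signal: Immunofluorescence imaging | Read-out: Percent E-selectin-positive cells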
PglD DTNB = inhibitors of Campylobacter jejuni PglD acetyltransferase | purified PglD enzyme, DTNB colorimetric CoA detection | inhibition, % at 12.5 µM | 0.098% of 360,000 active | AID 602405; in the data active means inhibition above about 16%, passing the limit was not always enough; further: strong numbers were not always called active
RAD52 anneal inh = blocks human RAD52 DNA annealing; AID 651710; recombinant RAD52 DNA annealing, FRET fluorescence; inhibition, % at 18.7 µM; 0.46% of 360,000 active;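 active means every replicate showing at least 50% inhibition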
miR-122 sensor = blocks miR-122 activity in Huh7 sensor cells; Huh7 miR-122 Renilla luciferase sensor, 48 h; neutral wells = 0, positive control = 100; AID 602342; 0.3% of 340,000 active; activation (reporter increase), % at 12.5 µM;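 active means mean replicate activation score at least 90 and every replicate individually at or above 90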;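 further: higher luciferase means less miR-122 activity so hits act as miR-122 inhibitors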
PGC1a acetyl inh = modulators of PGC1a acetylation; U2OS PGC1a acetylation, AlphaScreen anti-acetyl-lysine; with virally co-expressed GCN5 acetyltransferase; inhibition, % at 15.6 µM; 0.17% of 350,000 active;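 active means every replicate shows inhibition of at least 40%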;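 further: 0% = neutral control wells and 100% = positive control wells; some results beyond the cut were filed as inactive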
ERAP1 HTS inh = inhibitors of human ERAP1 aminopeptidase | recombinant ERAP1, Leu-AMC fluorescence, 60 min | Q9NZ08 | 0.15% of 340,000 active | AID 652197 | inhibition, % at 10.7 µM;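 active means mean replicate inhibition of at least 30%, or all replicates individually reaching that 30% level; inactive means mean below 30% and not every replicate reaching it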;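 further: 0% = neutral control wells and 100% = L-leucinethiol positive control wells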
Target sequence (Q9NZ08 whole entry, looked up): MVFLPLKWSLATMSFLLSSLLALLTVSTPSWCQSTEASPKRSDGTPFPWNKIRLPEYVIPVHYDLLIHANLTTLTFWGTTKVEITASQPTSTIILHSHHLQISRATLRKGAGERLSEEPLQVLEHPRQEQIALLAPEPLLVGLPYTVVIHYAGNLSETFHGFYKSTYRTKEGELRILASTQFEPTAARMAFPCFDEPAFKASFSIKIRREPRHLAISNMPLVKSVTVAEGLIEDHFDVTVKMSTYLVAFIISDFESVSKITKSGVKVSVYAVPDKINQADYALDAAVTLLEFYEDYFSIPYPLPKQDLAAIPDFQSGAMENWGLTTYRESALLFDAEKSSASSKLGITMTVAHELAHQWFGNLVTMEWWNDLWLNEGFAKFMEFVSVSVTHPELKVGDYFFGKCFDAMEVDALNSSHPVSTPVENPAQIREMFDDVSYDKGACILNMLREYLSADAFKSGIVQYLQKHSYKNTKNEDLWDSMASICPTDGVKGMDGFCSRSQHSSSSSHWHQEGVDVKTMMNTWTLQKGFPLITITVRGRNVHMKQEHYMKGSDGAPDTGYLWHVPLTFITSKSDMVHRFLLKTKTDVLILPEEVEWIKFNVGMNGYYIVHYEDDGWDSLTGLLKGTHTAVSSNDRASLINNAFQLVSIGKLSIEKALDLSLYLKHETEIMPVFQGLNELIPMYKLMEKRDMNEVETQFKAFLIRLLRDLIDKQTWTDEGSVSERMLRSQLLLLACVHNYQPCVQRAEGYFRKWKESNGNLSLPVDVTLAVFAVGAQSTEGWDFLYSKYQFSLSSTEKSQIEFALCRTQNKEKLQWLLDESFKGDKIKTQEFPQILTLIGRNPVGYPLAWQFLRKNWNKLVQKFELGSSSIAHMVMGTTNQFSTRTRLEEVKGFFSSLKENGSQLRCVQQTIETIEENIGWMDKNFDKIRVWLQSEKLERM
RAD54 inh = RAD54 (human) branch migration inhibition; Q92698; RAD54 Holliday junction branch migration, FAM/BHQ fluorescence; inhibition, % at 10.4 µM; 0.14% of 360,000 active;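 active means mean normalized replicate activity at least 40 and at least half of replicates scoring 40 or more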;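 further: 0% = median of neutral control wells and 100% = median of positive control wells; inhibitors cause a drop in the FAM fluorescence signal; in these data hits start at about 50%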
Cneo AK release = Cryptococcus neoformans lysis via adenylate kinase release | lysis activity, % at 15 µM | 0.2% of 360,000 active | C. neoformans lysis, adenylate kinase release luminescence, 4 h; normalised: neutral wells 0, clomiphene wells 100;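 active means mean lysis activity across replicates of at least 80%, whatever share of replicates individually reach that level; inactive means mean lysis activity below 80%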
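Assay system: C. neoformans cells. Amount: yeast cell density of 5 × 10^6 cells/mL. Technique: AK luminescence. Buffer or medium: YPD. Times: static 4 h at 37 °C with compound, 1 h detection. Dosing: single-point compound dose. Read-out: lysis from increased AK signal.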
The depositor's hits bear a star; / = not tested or not shown; [ ] = another dose, or the depositor's remark.

(1) CCOC(=O)c1sc(NC(=O)CSc2ncn[nH]2)c(C#N)c1C
(2) CCCn1cc(S(=O)(=O)CC(=O)Nc2ccc(OCC)cc2)c2ccccc21
(3) COc1cccc(NC(=O)c2cc([N+](=O)[O-])ccc2N2CCN(C)CC2)c1
(4) C[C@H]1CN([C@@H](C)CO)C(=O)c2c(c3ccccc3n2C)-c2ccccc2CO[C@H]1CN(C)Cc1ccc(Cl)c(Cl)c1
(5) CCNc1nnc(SCC(=O)c2cc(C)n(C3CC3)c2C)s1

assay / entry	1	2	3	4	5
E-sel inducer	/	/	/	-2.8	0.1
PglD DTNB	0.9	-4.3	/	/	-6.6
RAD52 anneal inh	/	/	-0.7	1.0	-5.6
miR-122 sensor	-1.9	31.2	-9.4	/	-4.1
PGC1a acetyl inh	-10.9	0.1	-1.4	-4.3	9.5
ERAP1 HTS inh	/	/	1.8	3.5	6.4
RAD54 inh	-0.6	-2.6	/	/	-8.3
Cneo AK release	0.5	-0.9	/	/	-0.7

(6) COc1ccc(C2=NN(c3nc(C(=O)O)cs3)C(O)(C(F)(F)F)C2)c(OC)c1 (configuration not stated)
(7) CC(=O)NC(CC(=O)NC1CCCCC1)c1ccccc1 (configuration not stated)
(8) COc1cccc(-c2ccc3c(c2)[C@@H]2[C@@H](CCN2S(=O)(=O)c2ccccc2OC)[C@@H](CO)N3)c1
(9) CSc1cccc(NC(=O)c2cccc3cccnc23)c1
(10) C[C@@H]1CN([C@H](C)CO)C(=O)Cc2cc(NC(=O)Nc3ccc(C(F)(F)F)cc3)ccc2O[C@@H]1CN(C)C(=O)Nc1ccc(C(F)(F)F)cc1

assay / entry	6	7	8	9	10
E-sel inducer	/	0.8	0.4	/	1.7
PglD DTNB	3.0	-8.5	-1.0	-1.2	7.4
RAD52 anneal inh	-11.2	-8.0	-19.1	-33.9	10.0
miR-122 sensor	1.3	-0.1	-1.1[16.7 µM]	5.7	17.9[16.7 µM]
PGC1a acetyl inh	-1.9	/	-0.9	0.3	2.0
ERAP1 HTS inh	4.1	3.2	4.0	1.1	-0.9
RAD54 inh	8.4	7.2	2.0	-5.4	3.7
Cneo AK release	-4.3	0.0	40.0	-6.8	0.4

(11) Cc1cc(=O)[nH]c(SCC(=O)Nc2ccc(Cl)cn2)n1
(12) CC(=O)N(/N=C1\Sc2ccccc2C1=O)c1ccccc1C
(13) C[C@@H]1CN([C@H](C)CO)S(=O)(=O)c2ccc(C#CC(C)(C)O)cc2O[C@H]1CN(C)CC1CCCC1
(14) CSc1ccccc1NC(=S)Nc1cccc(C(F)(F)F)c1
(15) C=CCn1c(SCC(=O)N2CCOCC2)nc2sc(C)c(C)c2c1=O

assay / entry	11	12	13	14	15
E-sel inducer	/	/	-1.7	/	0.8
PglD DTNB	-2.0	-7.1	1.0	-1.7	-2.7
RAD52 anneal inh	-11.7	/	-0.1	/	-1.1
miR-122 sensor	-6.6	2.8	1.8[16.7 µM]	-3.9	-4.0
PGC1a acetyl inh	-2.8	-7.3	-13.7	-0.8	-12.9
ERAP1 HTS inh	0.8	/	1.1	/	-2.0
RAD54 inh	-6.8	-1.3	-6.1	-8.4	-2.5
Cneo AK release	-1.4	-7.5	24.9	3.4	-3.9

(16) Cn1cnc(S(=O)(=O)N2CC[C@H]3[C@H](CO)Nc4ccc(-c5ccccc5)cc4[C@H]32)c1
(17) CCCC#Cc1ccc([C@H]2[C@@H](CO)N3CCCCN(Cc4cccnc4)C[C@H]23)cc1
(18) CCc1ccc(S(=O)(=O)c2n[nH]n3c2nc(=O)c2ccccc23)cc1
(19) COc1ccc(NC(=O)CCN2CC(C)OC(C)C2)c(OC)c1 (configuration not stated)
(20) Cc1c(C(=O)OCC(=O)N2CC(=O)Nc3ccccc32)oc2ccc(Br)cc12

assay / entry	16	17	18	19	20
E-sel inducer	0.5	-0.2	/	/	/
PglD DTNB	2.4	-1.1	-2.6	-2.1	0.7
RAD52 anneal inh	2.1	/	-22.0	/	/
miR-122 sensor	-2.2[16.7 µM]	3.2[16.7 µM]	-1.3	-2.2	-5.9
PGC1a acetyl inh	-9.9	-15.0	/	0.7	-3.3
ERAP1 HTS inh	1.3	/	-4.1	/	/
RAD54 inh	6.7	12.9	3.6	-3.3	-2.0
Cneo AK release	-7.6	1.6	15.2	2.6	1.8

(21) OC[C@@H](O)[C@@H](O)[C@H](O)[C@H](O)CO
(22) Cc1ccc(CN(CC(=O)NC2CCCCC2)C(=O)c2csnn2)cc1
(23) CCCCS(=O)(=O)N1CCC(C(=O)Oc2ccc(Cl)cc2)CC1
(24) O=C1CCCC(O)=C1N=Nc1ccc(C(=O)O)cc1
(25) COc1cc2c(cc1OC)C(c1ccc(Br)cc1)NCC2 (configuration not stated)

assay / entry	21	22	23	24	25
E-sel inducer	-1.9	/	-0.5	/	2.0
PglD DTNB	5.4	/	2.4	-8.6	-7.4
RAD52 anneal inh	2.2	-11.3	-16.4	-15.7	-2.3
miR-122 sensor	-3.2	0.8	-2.6	2.4	-4.6
PGC1a acetyl inh	/	/	8.6	-0.4	14.4
ERAP1 HTS inh	0.2	-3.8	-5.7	25.3	-0.7
RAD54 inh	-4.5	-7.3	-6.2	9.9	-10.7
Cneo AK release	-0.8	-1.3	-0.2	-3.0	-0.7

(26) Cc1ccc(NS(=O)(=O)c2ccc3c(c2)CC(=O)N3)cc1F
(27) COc1ccccc1CCNC(=O)c1cc(-c2ccncc2)nc2ccc(Br)cc12
(28) CC(=O)N1CCN(C(=O)CCCNC(=O)c2ccc(Cl)cc2)CC1
(29) Cc1ccc(SCC(=O)OC(C)C(=O)NC2CCCCC2C)c(C)c1 (configuration not stated)
(30) COc1ccc([C@@H]2CC=C(C(=O)O)[C@H](c3ccc(Cl)cc3)N2S(=O)(=O)c2ccccc2C)cc1

assay / entry	26	27	28	29	30
E-sel inducer	/	1.6	0.4	-0.8	/
PglD DTNB	4.9	-0.4	-2.1	-1.5	1.0
RAD52 anneal inh	-5.3	-20.0	-7.8	-5.4	21.3
miR-122 sensor	34.1	-3.6	/	-0.2	3.5
PGC1a acetyl inh	-8.3	-3.7	/	-2.2	-3.7
ERAP1 HTS inh	0.6	-1.7	-1.4	0.1	-2.3
RAD54 inh	3.8	9.5	-17.5	0.9	-0.2
Cneo AK release	-1.4	1.3	-0.3	1.6	1.1

(31) C[C@H](CO)N1C[C@H](C)[C@@H](CN(C)C(=O)Nc2cccc3ccccc23)Oc2c(NC(=O)CCCCCC(=O)Nc3ccccc3N)cccc2C1=O
(32) O=C(NC1CCSc2ccccc21)c1c(F)cccc1Cl (configuration not stated)
(33) C[C@H](CO)N1C[C@H](C)[C@@H](CN(C)S(=O)(=O)c2ccc(F)cc2)Oc2ccc(NC(=O)Cc3ccccc3)cc2CC1=O
(34) O=C(O)CC1Cc2ccccc2C1C(=O)O (configuration not stated)
(35) COc1ccc(NC(=O)N(C)C[C@@H]2OCCCC[C@H](C)Oc3ccc(N(C)C)cc3C(=O)N([C@H](C)CO)C[C@H]2C)cc1

assay / entry	31	32	33	34	35
E-sel inducer	-0.4	/	0.0	0.0	0.1
PglD DTNB	/	-3.4	0.5	/	3.2
RAD52 anneal inh	5.6	-1.5	12.9	-33.9	11.8
miR-122 sensor	/	-1.0	-0.8[16.7 µM]	-10.1	2.3[16.7 µM]
PGC1a acetyl inh	1.4	-5.6	2.4	/	-15.5
ERAP1 HTS inh	-0.9	-1.5	0.0	1.4	1.0
RAD54 inh	/	10.1	-14.7	/	2.8
Cneo AK release	/	-1.1	0.0	/	-0.8

Part of the list above, in markdown:
| entry | smiles | E-sel inducer | PglD DTNB | RAD52 anneal inh | miR-122 sensor | PGC1a acetyl inh | ERAP1 HTS inh | RAD54 inh | Cneo AK release |
| --- | --- | --- | --- | --- | --- | --- | --- | --- | --- |
| 32 | O=C(NC1CCSc2ccccc21)c1c(F)cccc1Cl (configuration not stated) | / | -3.4 | -1.5 | -1.0 | -5.6 | -1.5 | 10.1 | -1.1 |
| 34 | O=C(O)CC1Cc2ccccc2C1C(=O)O (configuration not stated) | 0.0 | / | -33.9 | -10.1 | / | 1.4 | / | / |
| 35 | COc1ccc(NC(=O)N(C)C[C@@H]2OCCCC[C@H](C)Oc3ccc(N(C)C)cc3C(=O)N([C@H](C)CO)C[C@H]2C)cc1 | 0.1 | 3.2 | 11.8 | 2.3[16.7 µM] | -15.5 | 1.0 | 2.8 | -0.8 |
| 33 | C[C@H](CO)N1C[C@H](C)[C@@H](CN(C)S(=O)(=O)c2ccc(F)cc2)Oc2ccc(NC(=O)Cc3ccccc3)cc2CC1=O | 0.0 | 0.5 | 12.9 | -0.8[16.7 µM] | 2.4 | 0.0 | -14.7 | 0.0 |
| 31 | C[C@H](CO)N1C[C@H](C)[C@@H](CN(C)C(=O)Nc2cccc3ccccc23)Oc2c(NC(=O)CCCCCC(=O)Nc3ccccc3N)cccc2C1=O | -0.4 | / | 5.6 | / | 1.4 | -0.9 | / | / |

Additional structures follow:
(36) O=C(Nc1ccc(F)cc1)N1CC(=O)N2[C@@H](CO)[C@@H](c3ccc(C4=CCCC4)cc3)[C@@H]2C1
(37) Cc1ccc(C)c(NC(=O)NNC(=O)c2cc3occc3[nH]2)c1
(38) CC(C)CC#Cc1ccc2c(c1)O[C@@H](CN(C)Cc1cccnc1)[C@@H](C)CN([C@H](C)CO)S2(=O)=O
(39) COc1ccc(CC(=O)OCC(=O)c2ccc(OC)c(OC)c2)cc1
(40) CC(C)(C)c1ccc(C(=O)NCCC(=O)NC2=NCCS2)cc1

assay / entry	36	37	38	39	40
E-sel inducer	0.2	/	0.2	-0.4	/
PglD DTNB	/	-0.7	-1.4	0.1	0.5
RAD52 anneal inh	8.3	-0.8	/	-3.3	-8.2
miR-122 sensor	/	13.6	-1.6[16.7 µM]	-4.6	/
PGC1a acetyl inh	0.6	1.8	5.8	8.1	-18.7
ERAP1 HTS inh	-1.2	-0.7	/	-5.0	4.7
RAD54 inh	/	2.9	-7.1	-8.1	-7.3
Cneo AK release	/	1.8	11.1	-0.8	-1.2

(41) O=C1N[C@@H](Cc2ccccc2)COC(=O)[C@@H](Cc2ccc(F)cc2)CC/C=C/C[C@@H]1CC(=O)N(CCO)Cc1ccccc1
(42) O=S(=O)(c1cccc2cccnc12)N1CCN(Cc2ccc(OCCO)cc2)CC1
(43) COc1ccc(-c2ccc3n(c2=O)C[C@@H]2[C@@H](CO)[C@H](C(=O)N(C)C)N(CC4CC4)[C@H]32)cc1
(44) Clc1ccc(Nc2ncn[nH]2)c(Cl)c1
(45) CCOC(=O)c1c(C)c(C(=O)Nc2ccc3c(c2)OCO3)c(C)n1C

assay / entry	41	42	43	44	45
E-sel inducer	0.2	/	-0.4	/	/
PglD DTNB	-8.5	1.2	-2.3	2.3	2.2
RAD52 anneal inh	-5.9	1.7	5.6	-9.4	/
miR-122 sensor	7.0	/	9.8[16.7 µM]	-1.8	-4.0
PGC1a acetyl inh	7.2	6.6	/	-4.6	8.6
ERAP1 HTS inh	17.0	0.9	-2.3	0.6	/
RAD54 inh	-9.3	-11.7	-2.3	-1.0	-3.5
Cneo AK release	0.4	6.6	7.1	11.8	7.1

Entries by screen from the entries so far.
Entries 41 to 45 in PGC1a acetyl inh read 7.2, 6.6, /, -4.6, 8.6

Continued.
(46) COc1ccc(C[C@H]2CN3C(=NC[C@H]3C)N2CCNC(=O)c2ccc(C)c(Br)c2)cc1
(47) CCCN(C)C[C@H]1Oc2cc(-c3ccc(F)cc3)ccc2S(=O)(=O)N([C@H](C)CO)C[C@H]1C
(48) COc1ccc(CC(=O)NCc2cccs2)cc1
(49) COc1c(F)c(F)cc2c(=O)c(C(=O)O)cn(C3CC3)c12

assay / entry	46	47	48	49
E-sel inducer	-0.1	/	/	/
PglD DTNB	-4.7	0.6	0.6	4.9
RAD52 anneal inh	30.9	-0.3	/	-9.7
miR-122 sensor	/	0.8[16.7 µM]	12.6	0.8
PGC1a acetyl inh	/	-6.3	-16.4	2.5
ERAP1 HTS inh	-9.3	9.6	/	23.5
RAD54 inh	1.8	-3.3	0.9	3.4
Cneo AK release	4.3	3.5	1.3	-0.7
